# Screening results deposited in PubChem by several laboratories.
# ADAM17 inh = ADAM17 inhibition, QFRET primary screen. 0.83% of 370,000 active. recombinant ADAM17, EDANS/DABCYL FRET peptide cleavage. P78536. inhibition, % at 6.95 µM;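 active = inhibition above the mean of compounds lying between control limits plus 3 SD, set per campaign, cut at about 8.5% in these data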;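 also: 0% = DMSO-only wells as the low control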
# MBD2 DNA inh = MBD2-methylated oligo binding inhibition. Q9UBB5. AID 686964. inhibition, % at 4.4 µM. TR-FRET, MBD2 binding to methylated oligonucleotide. 0.31% of 370,000 active; in the data active = inhibition above about 13%
# Target sequence (Q9UBB5 whole entry, looked up): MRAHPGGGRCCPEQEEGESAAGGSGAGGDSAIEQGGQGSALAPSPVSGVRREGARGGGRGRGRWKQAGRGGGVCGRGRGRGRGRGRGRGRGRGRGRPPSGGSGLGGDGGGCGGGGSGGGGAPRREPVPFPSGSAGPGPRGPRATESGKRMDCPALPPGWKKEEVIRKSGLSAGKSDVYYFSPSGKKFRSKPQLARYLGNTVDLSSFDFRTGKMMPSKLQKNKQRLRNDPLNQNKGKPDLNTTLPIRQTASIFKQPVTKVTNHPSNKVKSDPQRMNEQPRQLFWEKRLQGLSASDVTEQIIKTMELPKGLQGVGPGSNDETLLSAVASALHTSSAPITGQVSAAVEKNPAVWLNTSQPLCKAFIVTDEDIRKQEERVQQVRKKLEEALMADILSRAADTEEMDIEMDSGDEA
# PLCg1 inh = inhibitors of human phospholipase C gamma1 | P19174 | purified PLC-gamma1, fluorogenic substrate, fluorescence | inhibition, % at 12.2 µM | 0.84% of 370,000 active | AID 720700; in the data active = inhibition above about 9.5%
# PLC-beta3 inh = blocks human PLC-beta3 enzyme activity. Purified PLC-beta3, fluorogenic substrate, fluorescence. Q01970. inhibition, % at 12.2 µM. AID 720704. 0.18% of 370,000 active; in the data active = inhibition above about 11%;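 also: 0% = median of compound wells on plate and 100% = full blocker control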
# SMARCA2 act = SMARCA2 function activation, primary screen. MG213 cells, MMTV-luciferase reporter, dexamethasone, overnight. activation, % at 9.1 µM. 1% of 370,000 active. AID 652017; in the data active = activation above about 7.8%;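 also: 0% = vehicle wells and 100% = reference activator wells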
# hcDAF-12 act = activators of H. contortus DAF-12 nuclear receptor; HEK293 hcDAF-12 lit1-tk-luc reporter, luminescence; 0% DMSO, 100% Δ7-dafachronic acid; activation, % at 6.8 µM; 1.4% of 370,000 active;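 active = activation above the mean of all tested compounds plus 3 SD, cut at about 5.5% in these data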;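 also: 100% = response to 3 µM Δ7-dafachronic acid high control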
# Rev-erbA mod = Rev-erb alpha (human) modulation. 0.79% of 370,000 active. activity, % at 10 µM. P20393. Rev-erbα–FITC-DNA binding, fluorescence polarization, 90 min;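 active = activity above about 14%, limit read from the data; passing the limit was not always enough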;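 also: 0% = DMSO wells with 35 nM protein and 100% = DMSO wells with 750 nM protein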
# DAX1 inh-1 = NR0B1 (DAX1) inhibition. P51843. AID 504766. 0.99% of 340,000 active. HEK293 Gal4-DAX1 luciferase reporter, luminescence. inhibition, % at 6.75 µM;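 active = inhibition above the mean over all tested compounds plus 3 SD, cut at about 4.2% in these data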;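 also: 0% = DAX1-transfected cells with DMSO and 100% = empty-vector control cells with DMSO; inhibition shows as a rise in luminescence from relieved DAX1 repression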
# Target sequence (P51843 207-470 limits assumed): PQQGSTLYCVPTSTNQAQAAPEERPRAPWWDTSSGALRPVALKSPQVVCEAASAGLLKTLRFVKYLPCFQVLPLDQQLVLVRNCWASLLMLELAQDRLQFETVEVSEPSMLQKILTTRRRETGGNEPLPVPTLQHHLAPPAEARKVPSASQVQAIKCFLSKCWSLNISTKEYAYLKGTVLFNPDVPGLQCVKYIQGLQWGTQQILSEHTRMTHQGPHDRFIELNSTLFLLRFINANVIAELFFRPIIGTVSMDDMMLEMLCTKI
# DAX1 inh-2 = inhibitors of DAX1 repression of SF-1 activated StAR promoter. AID 652010. inhibition, % at 6.8 µM. HEK293T StAR-luciferase reporter, SF-1/DAX-1 repression relief. 1.1% of 370,000 active;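 active = inhibition above the mean over all tested compounds plus 3 SD, cut at about 3.6% in these data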;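 also: 0% = DAX-1 cells with DMSO and 100% = cells lacking DAX-1 with DMSO; higher inhibition means more luminescence from relief of DAX-1 repression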
# ssDAF12 agonist = activators of S. stercoralis DAF-12 nuclear receptor; activation, % at 6.8 µM; HEK293 ssDAF-12/GRIP1 lit1-tk-luc reporter, luminescence; % of 3 µM dafachronic acid response; 1% of 370,000 active; AID 652126;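 active = activation above the mean over all tested compounds plus 3 SD, cut at about 0.9% in these data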;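 also: 0% = DMSO-only wells and 100% = 3 µM delta7-dafachronic acid wells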
# hgDAF-12 ag = agonists of H. glycines DAF-12 nuclear receptor; HEK293 GAL4-hgDAF12 UAS-luciferase reporter, agonist luminescence; normalized to butyrate control; activation, % at 6.8 µM; 1.8% of 370,000 active; AID 687014;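 active = activation above a cutoff set at the mean of all screened compounds plus 3 SD, cut at about 10% in these data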;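 also: 0% = DMSO wells and 100% = sodium butyrate wells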
# * hit, by the source's call; x = not tested or not shown; & = joins results of further samples.
SMILES,ADAM17 inh,MBD2 DNA inh,PLCg1 inh,PLC-beta3 inh,SMARCA2 act,hcDAF-12 act,Rev-erbA mod,DAX1 inh-1,DAX1 inh-2,ssDAF12 agonist,hgDAF-12 ag
C/C(CC(=O)N(C(C)C)C(C)C)=N\NC(=O)COc1ccc(Br)cc1Br,-5,2,5,-4,-5,-0.8,-2,0.6,-0.2,-0.4,1.6
COC(=O)CCN(C(=O)c1cc([N+](=O)[O-])cc([N+](=O)[O-])c1)c1ccccn1,-2,2,2,-1,-2,-1.0,-5,1.2,-0.1,-1.9,3.4
O=C(CCCOc1ccc(Cl)cc1)N1CCCCC1,-2,-4,-1,0,2,1.7,-5,2.2,0.6,-1.3,3.5
O=C(O)c1ccccc1/C=N/N1CCN(C2c3ccccc3-c3ccccc32)CC1,1,4,-1,1,-1,-1.0,2,x,0.0,-1.4,-1.5
CC1(C)Cc2nc(N)c(=O)sc2C1,-2,1,1,2,-1,2.4,0,4.0,0.0,-1.2,7.8
CCC1CCCCN1C(=O)COc1ccccc1NC(C)=O (centres undefined),-7,3,1,3,-3,0.0,-2,-0.1,-1.0,-1.2,-1.2
COc1ccccc1NS(=O)(=O)c1ccc(NC(=O)c2[nH]nc(OC)c2[N+](=O)[O-])cc1,2,-2,-1,-5,-1,-0.3,2,0.5,0.5,-1.3,0.5
Cc1ccc(C2(C)NC(=O)N(CC(=O)N3CC(=O)Nc4ccccc43)C2=O)cc1 (centres undefined),-2,-1,-1,2,-3,0.7,-9,-0.3,-0.8,-1.0,-1.1
C=CCN1CC(=O)N2C(C)c3[nH]c4ccccc4c3C[C@H]2C1=O (some centres undefined),-2,-1,-7,-8,-1,-2.3,-1,-0.9,0.2,-1.4,0.5
O=C(N/N=C/c1ccc(O)cc1O)NC12CC3CC(CC(C3)C1)C2,4,-7,-4,-15,-1,0.1,-1,0.7,0.2,-1.2,4.6
O=[N+]([O-])c1ccc2nc(NS(=O)(=O)c3ccccc3[N+](=O)[O-])sc2c1,4,1,-1,-9,2,4.6,1,-1.2,-0.2,-0.1,1.2
O=C(c1cccc2ccccc12)N1CCN(c2ccc([N+](=O)[O-])c(N3CCOCC3)c2)CC1,2,3,2,4,-2,-0.9,5,-2.1,-1.4,0.2,-1.7
COc1cccc(N2[C@@H](CC(=O)O)c3ccc(/C=C/C(=O)O)cc3S2(=O)=O)c1,-11,12,-13,-28,-2,4.8,3,0.2,0.0,-0.6,0.3
O=C1CC(NC(=O)C(F)(F)F)c2cc3c(cc21)OCO3 (centres undefined),-3,-2,2,0,-4,-0.5,2,1.6,0.1,-1.0,0.2
CC(=O)Nc1ccc(/C=C/c2ccc3c([N+](=O)[O-])cccc3n2)cc1,-3,-3,-12,-26,4,0.9,-18,0.1,0.1,-1.1,9.9
CN(C)CCN(C)C1CN(Cc2ccc([N+](=O)[O-])cc2)S(=O)(=O)C1 (centres undefined),1,-2,3,-1,4,3.7,-5,0.1,0.6,-0.1,1.6
CN(C)S(=O)(=O)c1ccc(NC(=O)CSc2nnnn2C)cc1,-7,-5,0,-11,-5,-1.0,-3,0.0,0.9,-1.0,-0.5
CCOC(=O)C1CCN(C(=O)C23CC4CC(CC(C4)C2)C3)CC1,-1,-2,0,3,-3,1.1,0,0.7,-0.1,-0.7,-0.6
Cc1ccccc1Cn1cc(NC(=O)CCCn2nc([N+](=O)[O-])cc2C)cn1,-5,-4,1,-10,-3,0.4,-2,-0.8,1.0,-1.7,2.2
O=C(CCNc1n[nH]c(=O)[nH]c1=O)N1CCCCC1,2,1,1,5,4,-0.8,0,1.8,0.4,-1.6,-0.4

# Sorted by count of non-hydrogen atoms (high to low): nine of the compounds above.
SMILES,ADAM17 inh,MBD2 DNA inh,PLCg1 inh,PLC-beta3 inh,SMARCA2 act,hcDAF-12 act,Rev-erbA mod,DAX1 inh-1,DAX1 inh-2,ssDAF12 agonist,hgDAF-12 ag
O=C(c1cccc2ccccc12)N1CCN(c2ccc([N+](=O)[O-])c(N3CCOCC3)c2)CC1,2,3,2,4,-2,-0.9,5,-2.1,-1.4,0.2,-1.7
COc1ccccc1NS(=O)(=O)c1ccc(NC(=O)c2[nH]nc(OC)c2[N+](=O)[O-])cc1,2,-2,-1,-5,-1,-0.3,2,0.5,0.5,-1.3,0.5
COC(=O)CCN(C(=O)c1cc([N+](=O)[O-])cc([N+](=O)[O-])c1)c1ccccn1,-2,2,2,-1,-2,-1.0,-5,1.2,-0.1,-1.9,3.4
C/C(CC(=O)N(C(C)C)C(C)C)=N\NC(=O)COc1ccc(Br)cc1Br,-5,2,5,-4,-5,-0.8,-2,0.6,-0.2,-0.4,1.6
CC(=O)Nc1ccc(/C=C/c2ccc3c([N+](=O)[O-])cccc3n2)cc1,-3,-3,-12,-26,4,0.9,-18,0.1,0.1,-1.1,9.9
CN(C)CCN(C)C1CN(Cc2ccc([N+](=O)[O-])cc2)S(=O)(=O)C1 (centres undefined),1,-2,3,-1,4,3.7,-5,0.1,0.6,-0.1,1.6
C=CCN1CC(=O)N2C(C)c3[nH]c4ccccc4c3C[C@H]2C1=O (some centres undefined),-2,-1,-7,-8,-1,-2.3,-1,-0.9,0.2,-1.4,0.5
CCC1CCCCN1C(=O)COc1ccccc1NC(C)=O (centres undefined),-7,3,1,3,-3,0.0,-2,-0.1,-1.0,-1.2,-1.2
O=C(CCCOc1ccc(Cl)cc1)N1CCCCC1,-2,-4,-1,0,2,1.7,-5,2.2,0.6,-1.3,3.5

# New compounds follow:
SMILES,ADAM17 inh,MBD2 DNA inh,PLCg1 inh,PLC-beta3 inh,SMARCA2 act,hcDAF-12 act,Rev-erbA mod,DAX1 inh-1,DAX1 inh-2,ssDAF12 agonist,hgDAF-12 ag
Cc1ccc(Cn2nc(C)c(NC(=O)c3noc4c3CCCCC4)c2C)cc1,2,-3,2,4,-3,-3.6,0,-1.1,-2.4,0.2,-0.2
O=C(CCS(=O)(=O)c1ccccc1)Nc1ccc2c(c1)OCO2,-3,2,-3,-10,3,1.7,-4,0.2,1.2,0.7,4.4
CC(C)C(C(=O)NC(C)(C)C)N1C(=O)c2ccccc2C1=O (centres undefined),-1,-2,2,2,-2,-0.8,8,-0.7,1.2,-0.9,1.6
COc1ccccc1C(=O)OCc1c(F)cccc1Cl,-8,4,0,-51,1,-1.4,-4,-0.4,0.4,-1.5,-0.6
C=C(c1ccccc1)c1ccc(N(C)C)cc1,-3,6,-7,-6,-1,-1.2,4,0.2,0.4,-1.1,1.9
O=C(Nc1ccc2c(c1)CCC2)C1CCCN(c2ncccn2)C1 (centres undefined),-8,6,-8,-11,0,1.5,2,0.7,2.2,-1.0,11*
CCCc1nc2oc3c(=O)[nH]cnc3c2c2c1CCCC2,-4,5,-1,0,-1,-1.0,1,-0.9,0.2,-1.0,1.6
O=C(O)C1C2CCC(O2)C1C(=O)Nc1ccc(OC(F)F)cc1 (centres undefined),0,-1,1,-7,-1,0.3,8,-1.2,0.5,-0.5,1.9
CC(NC(=O)c1cc(-c2cccs2)on1)c1ccccc1 (centres undefined),-5,0,-1,-2,-1,-1.0,-4,-0.5,-1.2,-0.8,1.8
COc1ccc2cc3[n+](cc2c1O)CCc1cc2c(cc1-3)OCO2,-30,-1,-92,-117,0,2.1,-34,x,-0.4,-0.9,-1.4
Cc1cc(-n2cnnn2)cc(C)c1S(=O)(=O)N(C)c1ccccc1,2,0,1,-4,1,-1.9,-3,0.1,0.3,-1.0,-0.6
Cc1ccc(CC2C(=O)N(CC(=O)O)C(=O)C2C)cc1 (centres undefined),-1,-2,0,-3,0,2.2,5,0.0,0.0,-1.0,-0.2
COC(=O)Cn1cnc2scc(-c3ccc(C)cc3)c2c1=O,-2,0,2,-5,-1,-0.7,0,1.9,-0.9,-1.1,-1.4
CCN(CC)Cc1cc(C(C)(C)C)cc(N2CCOCC2)c1O,-3,3,0,-3,-2,0.8,2,0.7,-1.1,-0.9,-0.3
CCc1ccccc1NC(=S)Nc1cc(OC)c(NC(=O)C(C)C)cc1OC,-2,-11,-2,-5,-2,-3.3,4,-0.9,-0.4,-1.2,-4.6
OC[C@@H]1CC[C@@H](Cc2ccc(-c3ccccc3)cc2)O1,0,-9,5,5,4,3.8,3,1.6,5.6*,0.4,9.5
CC[C@@]12C(=O)N(c3cccc(Br)c3)C(=O)N1[C@H](c1ccc(Br)cc1)[C@@H]1C(=O)N(C(C)(C)C)C(=O)[C@@H]12,5,0,-1,1,-1,-2.0,-1,-0.9,0.0,-1.4,-1.0
CCOc1ccc(NC(=O)c2sc3nc(N4CCOCC4)c4c(c3c2N)CC(C)(C)OC4)cc1,-1,2,-23,-34,-1,-1.8,33*,1.0,-0.6,-1.0,-0.3
CCOC(=O)C1CCN(C(=O)COc2cc(C)c(Br)cc2C)CC1,3,6,0,-2,-1,-2.6,-1,-2.1,-0.1,-1.6,0.2
CC(OC(=O)c1ccccc1O)C(=O)Nc1ccc(Cl)cn1 (centres undefined),2,-2,2,-2,-4,1.4,1,-0.2,-0.2,0.1,0.2
CC1(C(=O)NCC(F)(F)F)CCN1C(=O)Cc1ccc(-c2ccccc2)cc1 (centres undefined),-3,1,1,0,-1,-0.3,-5,x,-1.2,-1.6,-2.9
c1cncc(CNc2ccnc(-c3ccc4c(c3)OCO4)n2)c1,-2,-5,1,0,x,0.5,4,x,x,-1.4,8.1
CC(=O)c1ccc(S(=O)(=O)N2CCN(C(=O)CSc3ccc(C)c(C)c3)CC2)cc1,1,-6,0,-4,0,0.1,-6,3.2,-0.3,-0.7,-0.6
Cc1cccc(CN2CCSCCS2(=O)=O)c1,-4,-3,-1,-1,-4,-0.4,9,x,-0.6,-1.2,-0.4
COc1cc2c(cc1OC)C(C(=O)N1CCCCC1)C(c1ccccc1F)N(C)C2=O (centres undefined),0,-3,-4,-3,0,-1.0,5,-0.7,-0.1,-1.7,3.6
CC1CCCC(NC(=O)c2ccc3snnc3c2)C1C (centres undefined),0,6,4,-11,1,-0.8,10,0.6,-0.7,-1.3,-1.2
CCC(C)NC(=O)c1ccccc1NC(=O)C(C)N(c1ccccc1)S(C)(=O)=O (centres undefined),-5,2,-1,2,-3,-4.1,4,-0.3,0.0,-1.5,-2.8
CC(C)Nc1nc(NC(C)C)nc(Oc2ccc(OCc3ccccc3)nn2)n1,-1,0,-1,0,3,-2.0,-3,-0.1,-0.5,-1.2,-2.2
O=C(CN1CCN(Cc2ccccc2Cl)C1=O)NCc1ccco1,-7,-1,-2,-4,0,-1.9,-5,0.4,-0.2,-1.2,2.4
CCCCN(CCCC)c1ncnc2nc[nH]c12,-4,2,0,3,-3,-3.3,5,-1.6,-1.1,-1.9,3.3
O=C(NC1CCOC1=O)OCc1ccccc1 (centres undefined),-5,6,0,-2,-2,0.8,-9,1.0,0.4,-1.2,-1.4
CC1(C)Cc2nc(Cl)c(C#N)cc2CO1,-3,2,0,-3,0,0.0,0,0.3,-0.2,0.2,3.0
CC1CCC(C(C)C)C(OC(=O)Cn2c(-c3ccc(Br)cc3)[n+](C)c3ccccc32)C1 (centres undefined),-1&1,0&5,3&4,8&-3,-8&-11,-2.0&-3.8,-6&-5,3.2&1.5,-2.3&-4.7,-1.9&-2.9,-7.0&-5.0
N#Cc1c(-c2ccco2)ccn(Cc2ccc(F)cc2)c1=O,-101,-3,-60,-95,7,-1.3,12,-1.2,1.0,-2.1,-1.0
